BH1578 lux ind: inducers of Vibrio cholerae quorum light production without autoinducers, primary screen, BH1578 luxS cqsA deficient, single point; activation, % at 18.7 µM; AID 588436, 2011; actives 0.16% (n = 350,000); V. cholerae BH1578 lux reporter, luminescence, 6 h; in the data active = activation mostly above about 9.7%, no sharp cut-off; note: not every result past the cut was called active; inactives centre near 0; reference of the scale not given here
SARS 3CLpro inh: SARS-CoV 3CLpro protease inhibitors, primary screen, biochemical, quenched FRET | recombinant SARS-CoV 3CLpro, quenched FRET peptide cleavage | Replicase polyprotein 1ab (Severe acute respiratory syndrome coronavirus), P0C6X7 | inhibition, % at 6 µM | actives 0.14% (n = 290,000); in the data active = inhibition above about 12%
VHR inh abs: VHR1 phosphatase inhibitors, primary screen, biochemical, absorbance, uHTS; recombinant VHR phosphatase, pNPP absorbance; inhibition, % at 13.3 µM; actives 0.52% (n = 290,000); AID 1654, 2009; in the data active = inhibition above about 50%; note: some compounds called inactive have numbers as strong as hits
MazEF act: activators of E. coli MazEF toxin-antitoxin RNase, primary screen, biochemical, fluorescence, uHTS; activation, % at 20 µM; Endoribonuclease toxin MazF (Escherichia coli (strain K12)), P0AE70; actives 0.32% (n = 350,000); FAM/BHQ RNA-DNA oligo cleavage fluorescence, 5 h; in the data active = activation above about 50%
PfHsp40 yeast: rescue of yeast from PfHsp40 toxicity, primary screen, S. cerevisiae, ATP luminescence; S. cerevisiae expressing PfHsp40, growth rescue; AID 504582, 2011; actives 0.68% (n = 340,000); growth rescue, % at 12.5 µM; in the data active = growth rescue above about 28%, passing the limit was not always enough;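 note: yeast W303a lacking pdr1 and pdr3 grown in galactose medium; growth measured after three days at 30 °C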
Rv3671c protease: Rv3671c serine protease inhibitors, primary screen, biochemical, fluorescence polarization, M. tuberculosis H37Rv. actives 0.048% (n = 320,000). P9WHR9. inhibition, % at 5.96 µM. AID 2606, 2010; in the data active = inhibition above about 38%;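 note: extracellular domain of Rv3671c used as enzyme; 0% = enzyme with DMSO and 100% = no enzyme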
SSB-PriA inh: inhibitors of Klebsiella pneumoniae PriA binding to SSB C-terminal tail, primary screen, biochemical, AlphaScreen | PriA–SSB C-terminal tail interaction (Klebsiella pneumoniae) | AlphaScreen SSBct-PriA binding, biotinylated peptide | inhibition, % at 33 µM | actives 0.6% (n = 430,000); in the data active = inhibition mostly above about 37%, no sharp cut-off; inactive = mostly below about 20%;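 note: plate controls were negative control peptide for no effect and reference peptide for full effect; strong numbers were not always called active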
Y pestis TopoI: Yersinia pestis topoisomerase I inhibitors, primary screen, biochemical, cleavage product accumulation, plate reader, single point. Y. pestis Topo-I cleavage product accumulation. activity, % at 10 µM. actives 0.064% (n = 360,000); in the data active = activity above about 50%, passing the limit was not always enough; note: inactives centre near 2
Anthrax LF prot: Bacillus anthracis LF protease inhibitors, primary screen, biochemical, multiplex microsphere, MLPCN library; actives 0.12% (n = 360,000); Lethal factor (Bacillus anthracis), P15917; inhibition, % at 10 µM; multiplex microsphere protease cleavage assay; in the data active = inhibition above about 30%; note: plate controls were buffer without enzyme for full effect and enzyme alone for no effect
TcdB inh: TcdB glycohydrolase inhibitors, primary screen, biochemical, single point, plate reader; actives 0.24% (n = 350,000); TcdB glycohydrolase enzymatic assay; inhibition, % at 9.99 µM; AID 652162, 2013; in the data active = inhibition above about 10%
Active calls of the source: *; i = inactive; x = no result given; & = joins results of further samples.

Compound	BH1578 lux ind	Rv3671c protease	VHR inh abs	Anthrax LF prot	SARS 3CLpro inh	SSB-PriA inh	PfHsp40 yeast	MazEF act	Y pestis TopoI	TcdB inh
O=[N+]([O-])c1ccc(S(=O)(=O)NCCN2CCOCC2)cc1	-0.6	-11.5	30.5	-6.6	-1.9	-14.1	0.8	1.6	0.0	0.3
O=C(O)C(Cc1ccccc1)N1C(=O)c2ccccc2C1=O (stereo not given)	i	4.7	26.4	-4.4	-1.3	-2.0&16.0&-11.2	-0.9	-8.1	-6.6	x
O=C(O)C1C2C=CC(C2)C1C(=O)NCCCN1CCOCC1 (stereo not given)	x	7.0	25.5	-2.6	6.7	-3.8	0.3	-3.7	5.9	x
CC(C(=O)NC(C)(C)C)N1C(=O)c2cccc3cccc(c23)C1=O (stereo not given)	-0.5	4.7	15.4	2.0	-2.4	-3.8	-1.2	3.6	2.3	1.4
CCOc1cc(/C=N/NC(=O)c2cc(-c3cccnc3)nc3ccccc23)ccc1O	-0.3	-1.7	4.7	-1.4	0.6	x	-0.8	28.3	0.5	0.9
C=CCc1cc(C=C2C(=O)NC(=O)NC2=O)cc(OC)c1OCc1ccc(C(=O)O)cc1	i	-6.9	-7.4	-2.6	5.4	-19.4	1.9	-4.0	-4.4	x
O=C(Nc1nccs1)c1cccc(S(=O)(=O)N2CCCC2)c1	0.6	-6.0	7.7	3.8	-7.5	-3.6	0.7	1.7	-3.8	-0.6
Cc1ccccc1/C=C/c1nc2ccccc2c(=O)n1Cc1ccccc1	-0.3	-11.7	-0.8	-1.2	-0.7	-1.7	-0.1	2.6	0.1	x
COc1cc(/C=C/C(=O)O)cc(S(=O)(=O)NCCO)c1OC	i	-8.7	17.7	-0.2	1.5	4.2	-1.2	-1.5	-2.8	x
O=C1CN(c2ccccc2F)C(=O)CN1c1ccccc1F	-3.2	-1.7	-7.5	-0.1	1.1	-15.5	1.2	0.6	5.9	x
CN1CCC2(CC1)N=C(c1ccc(F)cc1)C(=S)N2	-0.4	-4.2	-7.4	-1.1	-1.6	-10.4	0.4	0.3	7.7	2.4
CC(Oc1ccccc1)c1ccnn1S(C)(=O)=O (stereo not given)	1.4	4.2	6.4	-1.6	1.3	-8.8	2.3	1.4	-0.2	x
O=C(c1ccccn1)N(c1ccccc1)C1(C(=O)NC2CCCCC2)CCCCC1	-1.3	-6.3	4.7	-0.1	2.6	-1.2	-1.3	-9.3	7.1	0.6
O=C(NCc1cn2ccccc2n1)c1ccc(Br)o1	-0.2	-4.6	12.0	1.0	0.4	-9.3	-0.4	4.0	-3.9	0.9
CCC1CCCCN1CCCNC(=O)c1cn(C)c2ccc(S(=O)(=O)N3CCOCC3)cc2c1=O (stereo not given)	-12.5	-5.3	68.5	0.9	-5.5	-16.5	1.1	3.6	-1.6	1.2
O=C(CNC(=O)COc1ccccc1)NCCc1ccccn1	i	2.7	12.4	1.6	0.2	-0.8	-0.8	5.5	7.4	0.3
Cc1ccsc1-c1n[nH]c(=S)n1CC(C)C	i	-2.1	-3.9	-1.7	0.6	-3.9	5.6	3.9	1.5	x
O=C(COc1ccccc1)NCC(=O)N/N=C/c1ccc(Br)cc1	-0.2	-30.1	-5.5	2.4	1.3	x	-0.8	-2.6	12.5	-0.1
O=C(O)CCCc1ccccc1	4.2	-4.7	16.3	-13.1	-2.3	2.4	0.9	-3.3	4.8	1.2
O=C(Nc1ccc(F)c(Cl)c1)c1cc(C2CCCN(C(=O)c3cccs3)C2)on1 (stereo not given)	i	x	x	8.0	x	x	x	x	18.1	1.2

Next part.
Compound	BH1578 lux ind	Rv3671c protease	VHR inh abs	Anthrax LF prot	SARS 3CLpro inh	SSB-PriA inh	PfHsp40 yeast	MazEF act	Y pestis TopoI	TcdB inh
CC(Sc1nnc(-c2cccs2)n1Cc1ccccc1)C(=O)NCc1ccc2c(c1)OCO2 (stereo not given)	i	0.5	31.2	-8.0	-3.1	4.3	0.0	64.1*	42.8	x
CCCNC(=O)Nc1ccc2c(c1)N(C)C(=O)c1ccccc1S2	i	-0.9	-6.4	-1.7	-0.9	-1.5	0.6	7.0	8.7	1.0
Cc1ccnc(NC(=O)c2cc([N+](=O)[O-])cc([N+](=O)[O-])c2)c1	-0.2	-10.9	33.5	-1.7	-1.1	-8.3	-0.2	-9.7	-6.2	-0.9
CCOC(=O)c1c(OCCO)noc1N	-0.3	-1.5	5.2	-5.7	-0.3	-8.4	11.7	-11.3	12.1	-0.8
O=C1CCCN1c1ccc(S(=O)(=O)NCCc2ccc(Cl)cc2)cc1	i	0.6	35.0	-2.9	0.3	-16.0	-1.7	-10.6	1.2	1.9
COC(=O)c1ccc(NCCC(=O)O)cc1	-0.4	12.7	-2.9	-2.0	4.3	0.0	2.8	2.8	1.2	0.1
CCOc1ccc(C(=O)NCC(=O)NC(C)c2ccc(-n3ccnc3)cc2)cc1OCC (stereo not given)	-0.4	-2.5	20.2	-3.0	3.1	8.9	-0.5	-0.7	-0.8	-11.1
O=C(CN1CCN(CC(=O)Nc2ccc3c(c2)OC2(CCCCC2)O3)CC1)Nc1cccc(F)c1	1.6	x	x	-4.3	x	13.1	-1.3	-2.9	32.9	0.8
CCN1CCN(Cc2coc3ccc(C)cc3c2=O)CC1	-2.2	1.4	-7.9	-1.9	-7.4	-2.9	3.5	-13.4	-1.8	x
COc1ccc(CC(=O)OCC(=O)Nc2cc(S(=O)(=O)N3CCOCC3)ccc2N2CCCC2)cc1	i	-5.4	5.9	-0.5	1.5	-6.6	0.2	-17.7	17.3	1.1
COCC1CCCN(C(=O)c2cc(COc3ccc4ncccc4c3)on2)C1 (stereo not given)	-1.0	-2.5	9.6	-3.5	-3.8	16.1	-1.8	4.3	4.5	-0.1
Cc1ccc(NC(=O)Cn2cnc([N+](=O)[O-])c2)cc1C	-0.4	1.2	12.7	2.0	-3.7	-3.4	-1.1	7.3	1.4	1.5
O=Cc1ccc2cccnc2n1	i	-4.1	-12.0	1.4	-4.8	-4.0&-2.1	-0.9	-8.2	4.6	-1.6
Cc1ccc(NC(=O)C2C3CCCCC32)cc1[N+](=O)[O-] (stereo not given)	-0.6	-4.4	16.5	2.3	4.2	40.6*	-0.5	-4.2	-3.6	-0.3
COC(=O)c1cccc(NC(=O)/C=C/c2ccc3c(c2)OCO3)c1	-0.4	-1.4	-1.5	-1.0	-2.0	-11.1	17.2	3.7	1.7	x
Cc1ccc(C2=NS(=O)(=O)N(C)C(C(=O)NCc3ccccc3)=C2)cc1	-0.2	2.5	-18.2	1.3	-2.1	-1.0	-0.7	-7.5	8.6	3.3
CCOc1ccccc1NC(=O)NC(=O)N(C)S(=O)(=O)c1ccc(C)cc1	x	-18.2	20.1	0.4	-3.2	-20.5	1.0	0.9	5.6	-0.4
CCn1cc(CNC(=O)NC2CCCCC2)c(C)n1	-0.2	9.3	-0.8	-1.5	-0.7	-6.1	-0.9	5.7	2.2	0.6
O=C(CCN1CCc2ccccc2C1)c1ccc2c(c1)OCCO2	i	5.5	4.4	-3.0	-0.8	-17.3	-0.7	6.3	7.1	x
O=C1CCCC2=C1C(Cc1ccccc1)C1=C(CCCC1=O)O2	x	-6.9	-3.8	-5.5	3.7	-19.5	-0.7	8.5	6.9	x

Record cards, from the list above:
COCC1CCCN(C(=O)c2cc(COc3ccc4ncccc4c3)on2)C1 (stereo not given) is listed with BH1578 lux ind: -1.0; Rv3671c protease: -2.5; VHR inh abs: 9.6; Anthrax LF prot: -3.5; SARS 3CLpro inh: -3.8; SSB-PriA inh: 16.1; PfHsp40 yeast: -1.8; MazEF act: 4.3; Y pestis TopoI: 4.5; TcdB inh: -0.1
CCn1cc(CNC(=O)NC2CCCCC2)c(C)n1 is listed with BH1578 lux ind: -0.2; Rv3671c protease: 9.3; VHR inh abs: -0.8; Anthrax LF prot: -1.5; SARS 3CLpro inh: -0.7; SSB-PriA inh: -6.1; PfHsp40 yeast: -0.9; MazEF act: 5.7; Y pestis TopoI: 2.2; TcdB inh: 0.6

New compounds follow
Compound	BH1578 lux ind	Rv3671c protease	VHR inh abs	Anthrax LF prot	SARS 3CLpro inh	SSB-PriA inh	PfHsp40 yeast	MazEF act	Y pestis TopoI	TcdB inh
Cc1noc(C)c1S(=O)(=O)N1CCC(C(=O)N2CCN(Cc3ccc4c(c3)OCO4)CC2)CC1	0.6	-2.5	3.5	-0.3	-2.0	4.7	-1.6	3.3	29.1	x
CC1CC(C)CN(C(=O)c2cccc(N3C(=O)c4ccccc4C3=O)c2)C1 (stereo not given)	-0.6	3.0	x	-0.7	x	8.1	-0.2	1.6	15.2	-7.2
CCCNC(=O)Cn1c(=O)oc2ccccc21	i	0.1	11.6	1.2	1.0	-0.9	0.0	-0.4	-7.3	x
Cc1ccc(-c2ccnc3c(Br)c(C)nn23)cc1	-0.2	10.9	-6.2	2.6	1.4	1.2	0.1	-0.3	-1.9	1.0
COC(=O)[C@H](Cc1ccccc1)NC(=O)NCCc1ccc(S(N)(=O)=O)cc1	x	-4.8	6.7	-2.3	2.0	1.2	-0.6	8.3	6.4	x
O=C(O)c1cc(-c2cccs2)[nH]n1	-0.1	-2.3	26.9	0.0	-2.2	5.0&-11.9	-1.2	-7.9	-8.3	0.9
CCn1cc(S(=O)(=O)Nc2ncccn2)cn1	i	3.3	1.2	1.5	-3.4	-5.9	-1.0	1.8	9.6	1.7
O=S(=O)(c1cccc2nsnc12)N1CCc2ccccc2C1	0.1	-3.4	7.6	-4.1	0.8	11.8	0.5	1.4	-0.6	x
CC1CC(C)CN(S(=O)(=O)c2ccc(NC(=O)C3CSC4(C)CCC(=O)N34)cc2)C1 (stereo not given)	i	-3.2	x	-2.0	x	-2.4	0.7	3.1	-7.8	1.6
O=C(c1cc(-c2ccc(O)cc2)on1)N1CCN(c2ccc(F)cc2)CC1	-2.1	-9.2	9.5	-18.1	3.4	17.9	-0.6	-3.6	-3.4	1.8
COc1cc2c(cc1OC)C(NC(=O)C(F)(F)F)C/C2=N\O (stereo not given)	1.3	-2.0	2.2	4.0	-0.1	x	-2.0	5.1	-6.5	0.1
Cc1cc(C)cc(NS(=O)(=O)c2ccc(Oc3ncc(C(F)(F)F)cc3Cl)cc2)c1	3.1	-143.9	-1.8	3.3	10.4	4.2	9.3	-5.8	26.8	x
C#Cc1ccc([C@@H]2C=C(C(=O)N3CCN(Cc4ccc5c(c4)OCO5)CC3)O[C@H](OCC)[C@H]2CCCO)cc1	i	-5.1	21.1	-9.4	2.8	1.8	0.2	1.8	7.4	1.1&0.8
COc1cccc(NC(=O)CN(C)C(=O)CC2CCCC2)c1	i	x	x	-0.4	x	-20.5	-1.2	-4.8	3.9	2.1
Cc1c(C(=O)OCC(=O)NC2CCCCC2)oc2ccccc12	-0.3	-1.3	x	4.2	x	-5.0	-0.3	-4.9	2.8	0.9
Oc1ccc2ccccc2c1CNn1cnnc1	i	6.5	30.3	-8.5	2.2	-1.8	-1.5	3.7	1.9	0.7
COc1ccccc1NC(=S)NNC(=O)c1ccncc1	i	-0.7	37.9	-3.2	1.3	1.0	-0.5	-6.2	0.5	-1.8

Assay outcomes from PubChem BioAssay.

Not all compounds are listed; the hit share may differ from the screen's.
